Bioassay records deposited in PubChem by several laboratories.
CRFR2-BP antag = antagonists of CRF-binding protein/CRF-R2 receptor complex. inhibition, % at 11.8 µM. HEK293 CRF-R2/CRF-BP, CRF-induced calcium fluorescence. 350,000 compounds, 0.59% hits;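 active means inhibition of the ligand-induced calcium signal above about 50% at the single tested concentration, limit read from the data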
CRFR2-BP ag = agonists of human CRF-binding protein/CRF-R2 receptor complex; HEK293 CRF-R2/CRF-BP, calcium dye fluorescence (FLIPR); percent of saturating CRF peptide response; activation, % at 13.2 µM; 350,000 compounds, 0.46% hits; AID 588473;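 active means activation of at least 50%, plus an integration ratio under a set limit after plate pattern correction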;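 further: plate controls were neutral control wells without compound for no effect and CRF at EC100 for full effect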
M5 ag = agonists of human muscarinic M5 receptor (CHRM5). P08912. CHO-K1 hM5 cells, Fluo-8 calcium fluorescence; 0% DMSO wells, 100% maximal acetylcholine response. activation, % at 3 µM. 360,000 compounds, 0.19% hits. AID 624037;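 active means activation above the run's mean over test compounds plus 3 SD, cut at about 23% in these data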;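 further: signal is peak over basal fluorescence ratio across the kinetic read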
Target sequence (P08912 whole entry, looked up): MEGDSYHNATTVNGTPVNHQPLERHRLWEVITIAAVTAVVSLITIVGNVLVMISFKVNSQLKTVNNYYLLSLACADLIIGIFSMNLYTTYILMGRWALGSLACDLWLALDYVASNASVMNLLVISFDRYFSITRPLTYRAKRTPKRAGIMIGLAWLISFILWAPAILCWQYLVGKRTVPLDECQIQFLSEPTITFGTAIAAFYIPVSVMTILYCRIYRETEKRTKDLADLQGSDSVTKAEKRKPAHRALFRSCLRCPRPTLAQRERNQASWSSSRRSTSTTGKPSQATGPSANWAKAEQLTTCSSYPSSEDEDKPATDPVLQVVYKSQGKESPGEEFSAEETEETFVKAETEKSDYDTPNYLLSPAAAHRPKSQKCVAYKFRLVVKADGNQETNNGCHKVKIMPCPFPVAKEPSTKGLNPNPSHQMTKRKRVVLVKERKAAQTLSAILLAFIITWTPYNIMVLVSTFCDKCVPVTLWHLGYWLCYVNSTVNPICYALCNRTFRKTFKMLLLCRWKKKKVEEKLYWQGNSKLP
CHRM5 PAM = CHRM5 positive allosteric modulation; P08912; CHO-K1 hM5, Fluo-8 calcium, ACh EC20 PAM; 0% = ACh EC20, 100% = ACh EC100; activation, % at 3 µM; AID 624038; 360,000 compounds, 0.3% hits;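 active means activation above the run cutoff, the mean activation of all test compounds plus 3 SD, cut at about 18% in these data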
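System: CHO-K1 hM5 cells. Reagent: acetylcholine, EC20 level. Compound dosing: single dose, 3 µM nominal final test concentration. Timing: Post-acetylcholine fluorescence recording 140 s. Detection: Fluo-8 calcium fluorescence. Read-out: % activation, ACh-normalized. Benchmarks: ACh EC20 and EC100 wells. Repeats: singlicate, one well per test compound.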
CHRM5 antagonist = antagonists of human muscarinic M5 receptor (CHRM5); CHO-hM5 cells, Fluo-8 calcium fluorescence, ACh EC80; inhibition, % at 3 µM; 360,000 compounds, 0.59% hits;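 active means inhibition above a per-plate cutoff, the mean of that plate's test compounds plus 3 SD, cut at about 27% in these data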;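 further: 0% = acetylcholine EC80 with DMSO and 100% = DMSO without agonist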
CHRM4 PAM = CHRM4 positive allosteric modulation; P08173; CHO-K1 hM4/Gqi5, Fluo-8 calcium fluorescence, ACh EC20; 0% = ACh EC20, 100% = maximal ACh; activation, % at 3 µM; 360,000 compounds, 0.4% hits; AID 624126;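 active means activation above its plate's cutoff, the mean activation of sample wells plus 3 SD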; further: some results filed as inactive read as strong as hits
CHRM1 PAM = potentiates human M1 receptor response to acetylcholine | P11229 | CHO-K1 hM1, Fluo-8 calcium fluorescence, ACh EC20; 0% = ACh EC20, 100% = maximal ACh | activation, % at 3 µM | 360,000 compounds, 0.088% hits | AID 588819; in the data active means activation above about 19%, passing the limit was not always enough
Target sequence (P11229 whole entry, looked up): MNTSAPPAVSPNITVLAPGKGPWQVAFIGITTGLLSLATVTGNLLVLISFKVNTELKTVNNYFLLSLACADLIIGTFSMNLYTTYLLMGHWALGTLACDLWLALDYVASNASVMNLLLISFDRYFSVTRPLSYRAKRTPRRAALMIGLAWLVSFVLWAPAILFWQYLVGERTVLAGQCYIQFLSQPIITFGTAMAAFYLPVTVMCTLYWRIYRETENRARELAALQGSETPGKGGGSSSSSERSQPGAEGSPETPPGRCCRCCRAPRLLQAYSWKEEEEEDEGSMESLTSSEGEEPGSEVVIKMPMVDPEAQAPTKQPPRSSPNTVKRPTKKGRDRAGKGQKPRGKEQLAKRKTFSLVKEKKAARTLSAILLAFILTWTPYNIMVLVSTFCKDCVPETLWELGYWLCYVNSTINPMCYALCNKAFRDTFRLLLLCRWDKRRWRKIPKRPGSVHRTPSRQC
CHRM4 antagonist = CHRM4 antagonism in calcium assay | inhibition, % at 3 µM | CHO-hM4 cells, ACh EC80, Fluo-8 calcium fluorescence | 360,000 compounds, 0.73% hits | P08173 | AID 624125;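 active means inhibition above its plate's cutoff, the mean inhibition of sample wells plus 3 SD, cut at about 27% in these data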;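 further: 0% = acetylcholine EC80 with DMSO and 100% = DMSO without agonist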
CHRM4 agonist = CHRM4 agonism in calcium assay; P08173; CHO-K1 hM4/Gqi5, Fluo-8 calcium fluorescence; vehicle 0%, full acetylcholine response 100%; activation, % at 3 µM; 360,000 compounds, 0.14% hits; AID 624127;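 active means activation above the run mean over all test wells plus 3 SD, cut at about 32% in these data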;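 further: peak over basal fluorescence ratio per well then scaled between controls; 0% = DMSO wells and 100% = acetylcholine at EC100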
The depositor's hits bear a star; / = no result given. Compounds as they come (roughly 2.6% active in at least one column).

SMILES	CRFR2-BP antag	CRFR2-BP ag	M5 ag	CHRM5 PAM	CHRM5 antagonist	CHRM4 PAM	CHRM1 PAM	CHRM4 antagonist	CHRM4 agonist
O=C(NC(=S)N1CCCCC1)c1csc([N+](=O)[O-])c1	2	0.0	1	6	-8	-7	11	-3	1
O=C(O)c1cccc(-n2cccc2/C=C\[N+](=O)[O-])c1	-7	1.9	-3	-5	5	-6	4	-6	4
CSc1nnc(SCC(=O)Nc2ccc3[nH]c(=O)[nH]c3c2)s1	3	-1.4	2	4	5	10	6	2	0
O=C(NCC1CCCO1)C(=O)NCC1CCCN1S(=O)(=O)c1ccccc1 (stereo not drawn)	11	-2.5	5	7	5	5	-1	-9	1
COc1ccc(NS(=O)(=O)c2cccc(C(=O)N3CCN(c4ccccc4O)CC3)c2)cc1	-8	-1.1	2	-13	10	-3	-5	-4	13
CCOC(=O)c1ccc(N=C2S/C(=C\c3cc(C)n(-c4cccnc4)c3C)C(=O)N2C)cc1	-8	1.3	2	3	-4	4	7	-6	0
O=C1C=C(N2CCCCCC2)C(=O)N1c1ccc(Cl)cc1	-13	-0.1	-8	-21	7	-18	-32	-5	1
COC(=O)Cc1c(C)c2ccc(OC(=O)c3ccco3)cc2oc1=O	10	-0.3	0	1	2	3	9	9	0
O=C(CCC(=O)Nc1ccccc1Cl)NNC(=O)c1ccccc1[N+](=O)[O-]	33	0.5	2	10	5	14	11	-6	0
Cc1cccc(NC(=O)c2ncn3c2C(=O)NC[C@@H]3C)c1	10	-0.2	-1	2	-1	3	4	0	1
O=C(Nc1ccccn1)c1ccc(=O)[nH]n1	-18	-1.0	0	2	11	5	5	2	0
Cc1ccc(C)c(Cn2ncc3ccccc32)c1	13	0.4	-5	-5	8	0	10	-7	-1
CCC(=O)N1CCc2cc(S(=O)(=O)CCC(=O)NCCC3=CCCCC3)ccc21	17	0.5	2	-2	-5	1	3	-1	3
COc1ccc(-c2noc(N3CCC(C(=O)Nc4cccc(OC)c4)CC3)n2)cc1	-21	0.5	2	-8	1	1	10	-15	9
Cc1ccc(NCCC(=O)c2ccccc2)cc1Cl	1	0.1	-1	5	2	7	8	-4	2
O=C1c2cccnc2C(=O)N1Cc1ccc(F)cc1S(=O)(=O)NCc1ccco1	-18	2.3	-4	-2	0	-5	1	7	2
Cn1c(SC2=CS(=O)(=O)c3ccccc32)nc2ccccc21	-1	0.8	-2	1	6	5	-1	-8	3
CCCn1c(SCC(=O)Nc2cccc(NC(C)=O)c2)nnc1C(C)C	-20	0.1	-5	-10	5	6	2	-10	0
Cc1ccc(S(=O)(=O)Cn2cnnn2)cc1	-5	-2.4	1	-4	9	-6	2	7	0
COC(=O)Cc1ccc(NC(=S)NCCCN2CCOCC2)cc1	-6	-2.1	-7	-4	-11	4	8	-18	0
COc1ccc(CCN2C(=O)C(O)=C(C(=O)c3ccco3)C2c2cccs2)cc1OC (stereo not drawn)	-1	2.9	1	-2	1	-4	2	10	0
CSCC(CO)NS(=O)(=O)c1ccc(C)cc1 (stereo not drawn)	8	1.8	3	3	5	8	9	-3	0
CCc1nnc(NC(=O)c2ccc(S(=O)(=O)N3CCCC(C)C3)cc2)o1 (stereo not drawn)	10	-1.5	-4	3	1	4	10	-8	0
O=c1oc(-c2ccc(Br)cc2)nc2ccccc12	-3	1.5	6	5	3	4	14	1	0
Cc1ccc(C(=O)c2ccc([N+](=O)[O-])cc2)c(C)c1	31	0.7	-4	-4	8	4	-2	-10	-1
CSC1=NCCN1C(=O)Cc1ccc(-c2ccccc2)cc1	5	0.0	-3	-9	14	5	-1	-5	2
COc1cccc(C2C(C(=O)Nc3nc4ccccc4s3)=C(C)NC3=C2C(=O)CC(C)(C)C3)c1OC (stereo not drawn)	45	1.3	1	-1	-5	12	7	4	0
CC[C@@H](C)[C@H](NC(=O)OC(C)(C)C)c1nnc(S(=O)(=O)Cc2cc(C)ccc2C)o1	28	12	-3	-2	8	-15	-2	48*	2
CCN(CC)C(=S)Nc1ccc(C(=O)OC)cc1	6	0.3	-1	3	-10	-1	8	3	3
CCOC(=O)C1CCCN(Cc2nc(N)nc(Nc3ccc(Cl)cc3)n2)C1 (stereo not drawn)	5	0.8	10	-9	-2	12	3	-4	2

Another view of some results above:
smiles | CRFR2-BP antag | CRFR2-BP ag | M5 ag | CHRM5 PAM | CHRM5 antagonist | CHRM4 PAM | CHRM1 PAM | CHRM4 antagonist | CHRM4 agonist
Cc1ccc(NCCC(=O)c2ccccc2)cc1Cl | 1 | 0.1 | -1 | 5 | 2 | 7 | 8 | -4 | 2
O=C1c2cccnc2C(=O)N1Cc1ccc(F)cc1S(=O)(=O)NCc1ccco1 | -18 | 2.3 | -4 | -2 | 0 | -5 | 1 | 7 | 2
Cn1c(SC2=CS(=O)(=O)c3ccccc32)nc2ccccc21 | -1 | 0.8 | -2 | 1 | 6 | 5 | -1 | -8 | 3
CCCn1c(SCC(=O)Nc2cccc(NC(C)=O)c2)nnc1C(C)C | -20 | 0.1 | -5 | -10 | 5 | 6 | 2 | -10 | 0
Cc1ccc(S(=O)(=O)Cn2cnnn2)cc1 | -5 | -2.4 | 1 | -4 | 9 | -6 | 2 | 7 | 0
COC(=O)Cc1ccc(NC(=S)NCCCN2CCOCC2)cc1 | -6 | -2.1 | -7 | -4 | -11 | 4 | 8 | -18 | 0
COc1ccc(CCN2C(=O)C(O)=C(C(=O)c3ccco3)C2c2cccs2)cc1OC (stereo not drawn) | -1 | 2.9 | 1 | -2 | 1 | -4 | 2 | 10 | 0
CSCC(CO)NS(=O)(=O)c1ccc(C)cc1 (stereo not drawn) | 8 | 1.8 | 3 | 3 | 5 | 8 | 9 | -3 | 0
CCc1nnc(NC(=O)c2ccc(S(=O)(=O)N3CCCC(C)C3)cc2)o1 (stereo not drawn) | 10 | -1.5 | -4 | 3 | 1 | 4 | 10 | -8 | 0
O=c1oc(-c2ccc(Br)cc2)nc2ccccc12 | -3 | 1.5 | 6 | 5 | 3 | 4 | 14 | 1 | 0
Cc1ccc(C(=O)c2ccc([N+](=O)[O-])cc2)c(C)c1 | 31 | 0.7 | -4 | -4 | 8 | 4 | -2 | -10 | -1
CSC1=NCCN1C(=O)Cc1ccc(-c2ccccc2)cc1 | 5 | 0.0 | -3 | -9 | 14 | 5 | -1 | -5 | 2
COc1cccc(C2C(C(=O)Nc3nc4ccccc4s3)=C(C)NC3=C2C(=O)CC(C)(C)C3)c1OC (stereo not drawn) | 45 | 1.3 | 1 | -1 | -5 | 12 | 7 | 4 | 0
CC[C@@H](C)[C@H](NC(=O)OC(C)(C)C)c1nnc(S(=O)(=O)Cc2cc(C)ccc2C)o1 | 28 | 12 | -3 | -2 | 8 | -15 | -2 | 48* | 2
CCN(CC)C(=S)Nc1ccc(C(=O)OC)cc1 | 6 | 0.3 | -1 | 3 | -10 | -1 | 8 | 3 | 3
CCOC(=O)C1CCCN(Cc2nc(N)nc(Nc3ccc(Cl)cc3)n2)C1 (stereo not drawn) | 5 | 0.8 | 10 | -9 | -2 | 12 | 3 | -4 | 2

Continued:
SMILES	CRFR2-BP antag	CRFR2-BP ag	M5 ag	CHRM5 PAM	CHRM5 antagonist	CHRM4 PAM	CHRM1 PAM	CHRM4 antagonist	CHRM4 agonist
Cc1cc2cc3c(cc2nc1SCc1ccccn1)OCCO3	-12	2.8	-1	2	-1	4	8	-7	0
CCn1c2ccccc2c2cc(NC(=O)CSc3nnc(-c4ccc(OC)cc4)n3N)ccc21	5	-1.4	-4	-2	3	-8	12	22	0
Cc1ccc(S(=O)(=O)N2C(=O)CCC2C(=O)NCc2ccco2)cc1 (stereo not drawn)	12	4.5	0	5	-11	15	7	-1	0
O=C(O)C1Sc2[nH]c(=O)sc2C2c3cc(Cl)ccc3OC(=O)C12 (stereo not drawn)	-7	3.3	3	6	-3	18	13	9	1
CCc1nc2c(OCC(=O)c3ccc(Cl)cc3Cl)cccn2c1N(C)C(=O)c1ccncc1	/	/	-1	4	-4	4	3	-5	3
CC(Nc1ccc(Cl)c(Cl)c1)C(=O)NN (stereo not drawn)	-8	-0.2	-3	-5	7	-8	-7	1	0
CN(C)/C=N/C(=S)Nc1ccc(Br)cc1F	1	0.4	3	-8	3	-1	6	-3	3
COc1ccc(S(=O)(=O)N2CCCCC2)cc1NC(=O)CCC(=O)N1CCC(c2ccccc2)=N1	7	-0.4	1	5	4	3	11	-1	1
Cc1ccc(-c2c[n+](CC(=O)Nc3c(C)cccc3C)c3n2CCC3)cc1	0	2.3	-1	16	-15	-9	9	2	0
C=CCN(C(=O)CNC(=O)c1ccco1)C(C(=O)NC1CCCCC1)c1ccc(OC)cc1 (stereo not drawn)	1	1.1	-9	-13	-2	0	-7	9	3
COc1ccccc1N1C(=O)CC(Sc2ncccc2C(=O)O)C1=O (stereo not drawn)	-31	0.6	-3	-2	-1	2	1	1	1
CCOc1ccccc1NC(=S)C(=C([O-])c1ccc2c(c1)OCCO2)[n+]1ccc(CC)cc1	-3	-0.2	-3	-1	3	0	3	-1	0
COCCOC(=O)c1[nH]c2c(c1C)C(=O)CC(c1ccc(F)cc1)C2 (stereo not drawn)	-7	-0.5	6	-6	-1	2	-8	-5	13
Cc1ccc(SCC(=O)OCC(=O)NC2CCCCCCC2)cc1	-7	-0.8	-6	-1	-3	-5	-1	2	0
CCOC(=O)c1cc(CC)sc1NC(=O)C(c1ccccc1)c1ccccc1	4	3.1	-2	-9	-4	1	3	-3	0
CCN1C(=O)[C@H]2[C@@H](c3ccccc3)N[C@]3(CCCN(Cc4ccc(C)cc4)C3=O)[C@H]2C1=O	-15	0.5	-1	1	-1	-4	3	8	1
CCOc1ccc(CNC(=O)C(CC)n2nc(C)n3c(cc4occc43)c2=O)cc1OC (stereo not drawn)	-14	0.8	2	-4	6	5	1	8	0
Cc1ccc(S(=O)(=O)NCCC(=O)NCC(c2ccco2)N2CCCCC2)cc1C (stereo not drawn)	1	-1.9	-1	7	-1	4	1	-4	1
COC(=O)c1ccc(CSC2=NC[C@@H]3[C@@H]4C(=O)N(Cc5ccccc5)C(=O)[C@@H]4[C@](C)(C(=O)OC)N23)cc1	1	-1.9	1	0	-1	2	7	-2	4
CC[C@H](C)[C@H](NC(N)=O)C(=O)Nc1ccc(C)cc1	2	2.2	0	3	-5	-2	9	6	0
CC(=O)N1CCc2cc(C(=O)CN3CCCCC3)ccc21	-4	1.5	1	-1	4	-2	3	7	0
COc1ccc(-c2nc(-c3ccc(C(=O)O)cc3)no2)cc1	2	-1.4	1	9	2	6	8	-4	0
COc1ccc(CNC(=S)N/N=C/c2ccncc2)cc1	-3	0.8	-2	-3	3	-5	1	5	0
COc1ccc(OCC(=O)N2CCN(C(=O)c3ccccc3)CC2)cc1	2	0.5	-1	-4	0	-1	2	-8	1
COc1cc(OC)cc(C(=O)N[C@H](C(=O)Nc2ccc3c(c2)OCO3)C(C)C)c1	9	-1.9	-3	5	3	8	11	-2	0
CCOC(=O)/C(C#N)=C1/C=C(C)NC(c2ccccc2O)=N1	47	34	9	-13	12	-6	-8	-2	8
O=C(Cn1cnc2c(oc3ccccc32)c1=O)N1CCCC1	-6	3.6	1	1	12	-3	3	8	2
CCCCOc1ccc(C(=O)OCC(=O)NC2CCCC2)cc1	17	0.1	2	-5	4	-6	-6	-12	10
